CCR6 antag – antagonists of human CCR6 receptor; P51684; CHO-K1 CCR6 PathHunter beta-arrestin, luminescence, CCL20-stimulated; inhibition, % at 20 µM; 340,000 compounds, 0.49% hits; AID 493098;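 active = compounds whose inhibition of the agonist-driven luminescence signal at 20 µM reaches about 50%, limit read from the data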;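 also: cells stimulated with CCL20 at 14 nM final; plate controls were DMSO with CCL20 for no effect and DMSO without agonist for full effect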
Target sequence (P51684 whole entry, looked up): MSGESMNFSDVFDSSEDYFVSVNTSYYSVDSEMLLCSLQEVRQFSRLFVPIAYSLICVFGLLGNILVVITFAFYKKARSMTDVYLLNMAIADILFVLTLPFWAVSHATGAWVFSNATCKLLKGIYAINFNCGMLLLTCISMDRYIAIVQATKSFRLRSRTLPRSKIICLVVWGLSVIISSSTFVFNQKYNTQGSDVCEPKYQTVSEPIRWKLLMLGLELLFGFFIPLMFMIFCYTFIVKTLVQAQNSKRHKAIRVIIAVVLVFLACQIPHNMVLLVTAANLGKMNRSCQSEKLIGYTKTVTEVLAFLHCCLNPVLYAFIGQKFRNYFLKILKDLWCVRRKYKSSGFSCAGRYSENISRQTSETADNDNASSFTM
CXCR6 inh – inhibitors of human CXCR6 receptor | CHO-K1 PathHunter CXCR6 beta-arrestin, luminescence | 360,000 compounds, 0.36% hits | inhibition, % at 20 µM | AID 602244; in the data active = inhibition above about 34%, passing the limit was not always enough;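 also: antagonist mode with CXCL16 agonist at 10 nM final; 0% = 10 nM CXCL16 with DMSO and 100% = unstimulated wells without agonist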
Target sequence (O00574 whole entry, looked up): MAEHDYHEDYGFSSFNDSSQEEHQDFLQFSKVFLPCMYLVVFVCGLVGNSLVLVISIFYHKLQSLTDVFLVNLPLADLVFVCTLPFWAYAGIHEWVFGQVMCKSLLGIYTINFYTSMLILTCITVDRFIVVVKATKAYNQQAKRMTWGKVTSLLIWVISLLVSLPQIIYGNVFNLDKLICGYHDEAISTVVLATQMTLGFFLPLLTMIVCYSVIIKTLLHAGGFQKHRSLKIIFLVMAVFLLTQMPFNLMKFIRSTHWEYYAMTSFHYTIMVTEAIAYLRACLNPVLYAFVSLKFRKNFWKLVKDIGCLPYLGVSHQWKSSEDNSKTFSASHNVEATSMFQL
APJ antagonist – antagonists of human APJ apelin receptor | P35414 | 330,000 compounds, 0.32% hits | inhibition, % at 20 µM | CHO-K1 APJ beta-arrestin complementation, luminescence;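 active = inhibition above about 40% at 20 µM, limit read from the data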;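 also: cells challenged with 10 nM apelin-13 agonist together with compound; plate controls were apelin-13 plus DMSO wells for no effect and DMSO wells lacking apelin-13 for full effect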
Target sequence (P35414 whole entry, looked up): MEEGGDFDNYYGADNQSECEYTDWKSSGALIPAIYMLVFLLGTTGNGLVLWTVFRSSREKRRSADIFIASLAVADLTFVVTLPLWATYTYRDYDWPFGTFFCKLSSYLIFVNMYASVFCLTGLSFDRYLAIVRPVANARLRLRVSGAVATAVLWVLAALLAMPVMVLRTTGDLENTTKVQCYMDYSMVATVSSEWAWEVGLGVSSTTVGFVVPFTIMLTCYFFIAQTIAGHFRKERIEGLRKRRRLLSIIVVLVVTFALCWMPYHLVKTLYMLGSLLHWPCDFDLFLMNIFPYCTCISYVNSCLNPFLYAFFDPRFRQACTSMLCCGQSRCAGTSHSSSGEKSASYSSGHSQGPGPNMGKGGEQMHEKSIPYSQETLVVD
Mdm2-MdmX inh – human Mdm2/MdmX binding inhibition; inhibition, % at 8 µM; O15151+Q00987; 330,000 compounds, 3% hits; SaOS-2 split-luciferase Mdm2/MdmX complementation, luminescence;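 active = inhibition of at least 50% at 8 µM in the primary screen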
EBI2 antag – antagonists of human EBI2 receptor | EBI2 beta-arrestin recruitment, luminescence, 7a,25-OHC stimulated | inhibition, % at 5 µM | 360,000 compounds, 0.81% hits | P32249; in the data active = inhibition above about 38%;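 also: enzyme fragment complementation signal reports receptor beta-arrestin coupling in cells; 0% = agonist plus DMSO wells and 100% = wells without agonist; some results beyond the cut were filed as inactive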
XBP1 UPR activ – activators of adaptive arm of unfolded protein response (XBP1); CHO-XBP1 luciferase reporter, IRE1-XBP1 UPR activation, luminescence; percent of tunicamycin response, DMSO as zero; activation, % at 20 µM; 330,000 compounds, 0.33% hits;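 active = versus positive control, 20 µM dose yields 30% or more activation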;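 also: 100% = tunicamycin at 10 µg/mL and 0% = DMSO only wells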
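incubation = overnight seeding at 37 °C, 6 h compound treatment at 37 °C | assay system = CHO-XBP1 cells stably carrying IRE1-XBP1-driven luciferase reporter | input = 1000 cells per well | detection = luciferase luminescence | dosing = single point, 20 µM final compound, 1% DMSO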
tim23-1 inh – inhibits growth of tim23-1 mutant yeast. S. cerevisiae tim23-1 growth, BacTiter-Glo luminescence, 24 h. inhibition, % at 20 µM. 330,000 compounds, 1.3% hits;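 active = growth inhibition of the mutant yeast at or above 50%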;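 also: temperature-sensitive mutant grown at 25 °C; plate controls were DMSO-treated mutant yeast for no effect and medium wells lacking yeast for full effect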
CHOP UPR activ – apoptotic UPR (CHOP) activation; CHO-CHOP luciferase reporter, luminescence; percent of tunicamycin response over DMSO baseline; activation, % at 10 µM; 330,000 compounds, 0.34% hits;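 active = at 10 µM dose, activation of 40% or more, normalized to positive control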;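 also: 100% = tunicamycin at 10 µg/mL and 0% = DMSO alone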
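Assay system: CHO cells with stable CHOP pathway luciferase reporter; Buffer or medium: F12 plus 10% serum; Times: 16-18 h cell attachment, then 6 h compound exposure, 37 °C; Signal: luciferase luminescence; Read-out basis: percent activation relative to tunicamycin control; Control set: tunicamycin high control, DMSO low control.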
APJ ag – activates the human apelin receptor APJ; activation, % at 20 µM; AID 2520; CHO-K1 APJ PathHunter beta-arrestin, luminescence; 0% DMSO wells, 100% apelin; 330,000 compounds, 0.11% hits; P35414;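 active = activation more than six SD over the plate average, tested at 20 µM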;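 also: 0% = DMSO alone and 100% = apelin-13 at 10 nM; some results filed as inactive read as strong as hits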
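Assay system: CHO-K1 cells stably expressing ProLink-tagged human APJ and arrestin–beta-gal acceptor. Compound dosing: 20 µM single point, 1% DMSO. Times: 16-18 h seeding, 90 min dark compound exposure, 60 min detection. Detection: beta-gal luminescence. Evaluation: APJ–arrestin association signal. Controls: negative DMSO alone, positive Apelin-13 at 10 nM.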
Numbers without * were called inactive; / = not tested or not shown. An excerpt (hit frequency here may not be typical).

SMILES	CCR6 antag	CXCR6 inh	APJ antagonist	Mdm2-MdmX inh	EBI2 antag	XBP1 UPR activ	tim23-1 inh	CHOP UPR activ	APJ ag
c1ccc(-c2nnc(N3CCOCC3)c3ccccc23)cc1	9.5	0.6	0.7	-9.7	3.7	-0.9	-18.2	0.7	-2.9
CC(C)C[C@H](NC(=O)c1nc[nH]c1C(=O)NCC(=O)OC(C)(C)C)C(=O)OC(C)(C)C	1.5	-5.7	0.3	16.0	-28.2	1.5	24.6	-1.7	-4.2
Cc1cc(C)c(OCC(=O)Nc2ccc(N3CCOCC3)cc2)c(Br)c1	/	0.5	19.4	12.3	0.8	1.4	1.0	1.7	1.1
O=C(NNC(=O)C1CC(=O)N(Cc2ccccc2)C1)c1ccc(F)cc1 (stereo unspecified)	7.6	5.2	5.5	2.9	-3.3	-5.5	3.7	1.9	2.9
CNc1c(NS(=O)(=O)c2ccc(CC(C)C)cc2)c(=O)oc2ccccc12	3.7	1.4	-16.7	8.3	6.1	-3.4	-20.1	0.4	-1.4
O=C(c1coc(=O)c(Br)c1)N1CCC(C(O)(c2ccccc2)c2ccccc2)CC1	20.0	-5.1	10.2	27.6	6.0	2.9	8.7	14.4	0.2
CC(Cl)C(=O)NNC(=O)CNS(=O)(=O)c1ccccc1 (stereo unspecified)	0.5	-1.4	-15.4	-15.6	-7.6	-5.2	0.3	0.7	-2.7
CCC1=NN(C(=O)COc2ccccc2)C(O)(c2ccc(Br)cc2)C1 (stereo unspecified)	16.6	0.2	-5.5	20.7	-5.3	-0.2	28.3	-2.0	-5.5
Cc1ccc(C(=O)C2C(c3cccs3)NC(=O)NC2(O)C(F)(F)F)cc1 (stereo unspecified)	-8.5	3.2	-5.2	10.4	1.8	-4.5	-0.7	-1.9	1.3
Cc1ccc(NC(=O)c2ccn(C)n2)c(Br)c1	1.8	-5.8	9.8	-200.8	-21.6	-3.4	11.2	2.8	-1.0
CCN(CC)S(=O)(=O)c1cccc(S(=O)(=O)c2cccc(S(=O)(=O)N(CC)CC)c2)c1	6.9	1.7	-7.4	24.8	14.8	1.8	16.8	1.8	0.2
CCN1C(=O)/C(=C/C=C2\N(CC)c3cc(S(=O)(=O)N(C)C)ccc3N2c2ccccc2)SC1=S	66.8*	51.6*	26.6	30.9	33.8	-3.9	26.8	-1.0	-5.1
CC(O)CNc1ccc(-c2nn(C)c(=O)c3ccccc23)cc1[N+](=O)[O-] (stereo unspecified)	11.9	16.2	13.4	32.1	0.6	4.4	24.6	-0.6	-2.9
C=CCn1c(SCC(=O)Nc2nc(C)cs2)nnc1C(C)NC(=O)c1ccccc1Cl (stereo unspecified)	4.7	-6.0	5.7	-13.2	-2.0	3.5	-1.0	1.0	-4.3
CN(C)C(=O)N1CCN(C(=O)c2ccccc2Sc2ccccc2C#N)CC1	11.5	-3.5	-0.4	52.8*	-0.4	-0.3	10.4	-0.1	-2.0

5 entries drawn at random from the list so far:
SMILES	CCR6 antag	CXCR6 inh	APJ antagonist	Mdm2-MdmX inh	EBI2 antag	XBP1 UPR activ	tim23-1 inh	CHOP UPR activ	APJ ag
CC(Cl)C(=O)NNC(=O)CNS(=O)(=O)c1ccccc1 (stereo unspecified)	0.5	-1.4	-15.4	-15.6	-7.6	-5.2	0.3	0.7	-2.7
CC(C)C[C@H](NC(=O)c1nc[nH]c1C(=O)NCC(=O)OC(C)(C)C)C(=O)OC(C)(C)C	1.5	-5.7	0.3	16.0	-28.2	1.5	24.6	-1.7	-4.2
Cc1ccc(NC(=O)c2ccn(C)n2)c(Br)c1	1.8	-5.8	9.8	-200.8	-21.6	-3.4	11.2	2.8	-1.0
Cc1cc(C)c(OCC(=O)Nc2ccc(N3CCOCC3)cc2)c(Br)c1	/	0.5	19.4	12.3	0.8	1.4	1.0	1.7	1.1
CC(O)CNc1ccc(-c2nn(C)c(=O)c3ccccc23)cc1[N+](=O)[O-] (stereo unspecified)	11.9	16.2	13.4	32.1	0.6	4.4	24.6	-0.6	-2.9

(continued)
SMILES	CCR6 antag	CXCR6 inh	APJ antagonist	Mdm2-MdmX inh	EBI2 antag	XBP1 UPR activ	tim23-1 inh	CHOP UPR activ	APJ ag
O=C(C[C@@H]1C/C=C\C[C@H](Cc2ccc(F)cc2)C(=O)OC[C@@H](c2ccccc2)NC1=O)NCCO	5.8	6.1	-1.4	11.5	-0.1	-3.0	-15.9	-0.3	1.9
O=C(N/C(=C/c1cn(-c2ccccc2)nc1-c1ccccc1)C(=O)N1CCOCC1)c1ccccc1	/	/	-16.9	11.5	/	0.4	11.0	-1.1	1.5
Nc1c(C(=O)CSc2n[nH]c(-c3ccccc3Br)n2)c(=O)[nH]c(=O)n1C1CC1	9.1	0.7	13.7	-6.3	-3.8	1.5	8.6	0.3	-2.1
CCCCCn1c(=O)[nH]c2cc(C(=O)NCc3ccc4c(c3)OCO4)ccc2c1=O	-13.7	-17.3	3.8	29.8	1.5	-0.3	-25.6	0.7	0.1
O=C(Nc1ccccc1Br)C1CCCN1S(=O)(=O)c1cccc2nsnc12 (stereo unspecified)	2.9	-0.8	2.0	8.1	-1.5	-2.6	37.9	-0.1	-2.5
O=C(c1cc2c(=O)n3ccccc3nc2s1)N1CCN(Cc2ccccc2)CC1	-4.9	2.3	-1.7	22.4	-2.1	3.0	17.2	0.9	1.7
C=CCOC(=O)C1=C(C)NC(SCC(N)=O)=C(C#N)C1c1cccs1 (stereo unspecified)	9.0	11.4	4.1	6.4	10.5	-5.3	12.8	-1.1	1.6
O=S(=O)(c1ccc(-c2csc(-c3cccnc3)n2)cc1)N1CCOCC1	2.6	6.4	-6.1	4.1	7.7	0.8	24.0	-0.6	2.1
Cc1cc(N2CCOCC2)c2c(N)c(C)cc(C)c2n1	-7.5	2.9	22.3	35.3	4.8	-2.0	-2.5	-2.3	-14.5
CCN(C(=O)c1ccccc1F)c1nc(-c2ccc(OC)cc2)cs1	18.2	14.9	-12.7	-135.9	33.3	-3.7	18.4	8.8	-3.8
CCCNC(=O)C(=O)N/N=C/c1ccc(OCc2ccccc2)cc1	4.4	-12.3	3.6	9.1	-18.8	0.1	-18.3	-0.7	-3.5
O=C(Cn1cc(C(F)(F)F)cc(Cl)c1=O)NCCc1ccccc1	-7.8	-5.6	-0.4	16.5	-8.2	-3.9	-4.7	0.6	0.3
COc1ccc(NC(=O)Cc2cccs2)cc1S(=O)(=O)N1CCCCC1	8.1	6.5	7.9	1.1	1.7	-1.6	0.6	-0.2	-4.8
COc1ccc(CC(=O)Nc2ccc(N3CCCC3)c(C)c2)cc1	5.0	5.9	-32.1	4.9	-4.1	-1.3	1.1	1.5	-1.8
O=C(CNC(=O)c1ccccc1)OCc1nnc(-c2ccc(Cl)cc2)o1	10.2	-3.9	2.8	-23.5	0.5	9.5	7.2	0.9	-3.3
CC(C)[C@H](NC(=O)c1ccccc1Cl)C(=O)Nc1ccc(S(=O)(=O)Nc2nccs2)cc1	-3.4	7.4	7.9	-37.1	2.5	-3.4	4.1	1.0	-2.4
Cc1cc(=O)[nH]c(SCCCOc2ccccc2Cl)n1	6.2	4.6	13.8	-21.2	-5.9	0.9	9.0	-0.5	-2.3
COc1ccc(CCNC(=O)c2cc(-c3ccccc3)c(N3CCOCC3)s2)c(OC)c1OC	4.8	12.2	-18.6	14.8	1.5	-1.3	-1.7	1.5	4.0
Cc1cc(NC(=O)CSc2nnc3c(C)cc4cc(C)c(C)cc4n23)no1	17.4	10.1	0.2	77.6*	3.1	-1.2	0.4	-1.8	-2.4
Brc1ccc2[nH]ncc2c1	-9.9	5.0	8.1	4.9	-8.5	1.1	0.9	1.5	3.3
O=C(COC(=O)c1ccc(-c2cnc3ccccc3n2)cc1)c1ccccc1	-11.9	-0.8	1.3	-38.7	-10.0	3.4	13.8	2.5	-0.9
COc1cc2c(c(OC)c1OC)-c1ccc(OC)c(=O)cc1[C@@H](NC(C)=O)CC2	8.5	-6.1	8.5	73.3*	-14.4	8.9	-11.9	-1.5	-3.5
COc1ccc(NC(=O)CN(C)C(=O)c2ccc3c(c2)NC(=O)CS3)cc1	4.7	2.8	8.0	29.9	6.9	-0.8	2.9	-1.1	-4.8
CC(=C/c1ccccc1)/C=N/NC(=O)c1cnccn1	28.1	-5.4	15.8	-69.8	-2.3	-1.0	3.9	3.2	-0.6
Nc1ncnc(N)c1N=Nc1ccccc1	1.6	-11.5	11.2	19.1	-4.5	5.3	-35.6	4.0	-2.2
Cc1ccccc1NC(=O)C1CCC(C)(C(=O)O)C1(C)C (stereo unspecified)	15.7	1.4	33.6	12.6	-11.0	3.9	2.4	0.1	-1.8
COC(=O)c1ccc(OCCCCN(C)Cc2ccccc2)cc1	27.1	-6.1	11.3	22.2	14.9	-1.3	0.8	0.9	-1.0
O=C(CSc1nnc(CCc2nc3ccccc3[nH]2)n1-c1ccccc1)NCc1ccco1	8.5	7.4	-2.3	0.8	-11.2	1.0	12.1	-0.2	0.7
CCCCOc1c(Cl)cc(C(=O)N2CCN(CC(=O)N3CCCC3)CC2)cc1OCC	1.4	5.4	3.5	22.2	-6.6	-0.4	6.8	-0.4	-2.7
NC(=O)C1=C[C@@H](C2CCCCC2)C[C@@H](OCc2ccc(CO)cc2)O1	-2.7	-2.6	-47.9	6.2	4.3	1.8	30.7	-0.7	14.9
O=C(Nc1cc(Cl)cc(Cl)c1)C(NCC1CCCO1)c1ccccc1 (stereo unspecified)	15.5	-0.6	13.0	14.5	-2.1	-1.5	35.6	4.4	-3.0
O=C(CSc1cn[nH]n1)Nc1ccccc1C(=O)O	13.0	4.1	10.6	16.2	-4.6	-0.5	-4.2	1.1	1.1
COc1ccccc1NC(=S)NCc1ccc(Cl)cc1	-0.1	6.2	-16.2	-22.4	6.8	1.3	45.0	1.5	-2.9
O=C(COC(=O)/C=C/c1ccc(Cl)c(Cl)c1)NC1CCS(=O)(=O)C1 (stereo unspecified)	-1.4	-11.2	-47.5	17.9	-2.8	-1.2	28.3	-0.1	1.2
Cc1nnc(SCC(=O)Nc2ccc(N3CCN(S(C)(=O)=O)CC3)cc2)o1	13.0	5.7	1.8	-40.4	-12.5	-4.0	2.7	-0.5	0.1
CCOc1ccc(OCCC(=O)Nc2ccc3c(c2)OCO3)cc1	9.8	-3.0	0.6	-10.7	0.5	2.4	12.4	-1.0	-3.1
Cc1cccc(N2CCN(C(=O)C34CC5CC(CC(C5)C3)C4)CC2)c1C	22.3	18.5	14.5	11.5	17.4	-1.9	8.6	-0.6	-4.9
COc1ccc(OC)c(CCNC(=O)Cn2cccc2C(=O)c2ccccc2)c1	22.5	4.7	-6.1	20.3	16.6	-0.6	6.5	0.3	-3.8
OC(CNCc1ccc(-c2ccccc2)cc1)c1ccccc1 (stereo unspecified)	-13.8	-11.2	3.2	53.1*	-11.2	-1.3	-27.7	-0.7	-4.5
